KDM5B inhibitor: Primary screen for KDM5B Histone Demethylases FDH-coupled qHTS. 220,000 compounds, 2.6% hits. KDM5B demethylase, FDH-coupled NADH fluorescence (FDH is formaldehyde dehydrogenase). Lysine-specific demethylase 5B (Homo sapiens), Q9UGL1. Potency, µM (series often up to 57.7 µM), inactives show at the top dose activity change, negative = inhibition, actives largely listed as inhibitors; active = well fitted inhibition curve with a large enough effect; inconclusive = small, poorly fitted or top-dose-only effect; inactive = no such curve, though single readings can be large or run the other way; also: 0% is about no effect; nearly all actives have a fitted effect of over 70% in size
Target sequence (Q9UGL1 whole entry, looked up): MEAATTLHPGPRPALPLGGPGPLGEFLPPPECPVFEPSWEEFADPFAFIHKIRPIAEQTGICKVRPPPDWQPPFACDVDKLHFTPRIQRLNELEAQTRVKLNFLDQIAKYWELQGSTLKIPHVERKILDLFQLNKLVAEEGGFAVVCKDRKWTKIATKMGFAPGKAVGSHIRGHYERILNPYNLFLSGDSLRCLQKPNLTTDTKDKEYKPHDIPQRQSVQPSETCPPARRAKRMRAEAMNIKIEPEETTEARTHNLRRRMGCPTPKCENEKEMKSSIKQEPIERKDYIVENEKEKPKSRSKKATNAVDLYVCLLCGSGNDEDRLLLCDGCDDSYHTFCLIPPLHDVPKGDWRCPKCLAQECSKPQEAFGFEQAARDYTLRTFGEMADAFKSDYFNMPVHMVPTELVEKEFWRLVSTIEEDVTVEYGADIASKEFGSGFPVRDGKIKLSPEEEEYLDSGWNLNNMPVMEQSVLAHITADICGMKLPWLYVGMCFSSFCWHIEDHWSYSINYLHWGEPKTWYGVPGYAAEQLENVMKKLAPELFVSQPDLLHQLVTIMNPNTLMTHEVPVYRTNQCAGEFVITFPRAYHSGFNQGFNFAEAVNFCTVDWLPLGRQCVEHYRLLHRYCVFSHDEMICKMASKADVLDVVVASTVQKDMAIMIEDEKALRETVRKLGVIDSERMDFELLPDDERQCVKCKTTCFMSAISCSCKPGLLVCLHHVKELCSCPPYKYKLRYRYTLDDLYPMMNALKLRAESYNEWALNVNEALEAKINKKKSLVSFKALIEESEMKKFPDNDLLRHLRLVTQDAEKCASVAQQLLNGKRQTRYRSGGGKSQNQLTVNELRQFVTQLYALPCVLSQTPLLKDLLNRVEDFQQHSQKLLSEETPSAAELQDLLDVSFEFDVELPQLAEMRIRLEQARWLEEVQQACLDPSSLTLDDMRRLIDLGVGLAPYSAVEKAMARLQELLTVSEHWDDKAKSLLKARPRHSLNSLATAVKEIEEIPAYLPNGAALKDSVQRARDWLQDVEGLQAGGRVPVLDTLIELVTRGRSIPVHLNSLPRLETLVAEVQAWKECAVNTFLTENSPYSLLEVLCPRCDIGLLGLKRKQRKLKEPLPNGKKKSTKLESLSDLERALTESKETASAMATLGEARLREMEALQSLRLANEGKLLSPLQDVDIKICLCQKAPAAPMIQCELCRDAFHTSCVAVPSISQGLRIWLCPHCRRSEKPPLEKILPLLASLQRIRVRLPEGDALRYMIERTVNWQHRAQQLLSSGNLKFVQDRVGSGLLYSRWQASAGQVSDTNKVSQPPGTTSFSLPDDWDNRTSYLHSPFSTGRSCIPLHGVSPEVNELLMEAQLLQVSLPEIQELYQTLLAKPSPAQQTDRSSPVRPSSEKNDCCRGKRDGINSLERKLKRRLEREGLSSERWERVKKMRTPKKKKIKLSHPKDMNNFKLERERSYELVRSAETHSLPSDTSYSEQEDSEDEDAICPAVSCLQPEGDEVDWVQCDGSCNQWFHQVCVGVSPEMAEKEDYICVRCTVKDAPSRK
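Here, H3K4me3 peptide (12.5 µM in substrate mix) is demethylated by KDM5BΔAP, 200 nM final, after 10 min compound exposure. Formaldehyde product is coupled through FDH (0.25 U/mL in mix) to NADH fluorescence; 30-min ΔRFU feeds dose-response curves.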
Starred values were filed as active, the others as inactive; ? = inconclusive; & = joins results of further samples; [ ] = another dose, or the depositor's remark. Potency is read from the fitted curve at half-maximal effect.

SMILES | KDM5B inhibitor
C=CCOc1ccc(/C=C/C(=O)Nc2ccc(C(N)=O)cc2)cc1 | -7%
O=C1CCN(C2CCN(Cc3ccccc3)CC2)CCCC(C(=O)NCc2ccccc2)CCN1 (stereo not given) | -10%
CC1COCCN1C(=O)C1CCN(c2nc3ccccc3o2)CC1 (stereo not given) | 3%
CNC(=O)C1CCN(Cc2cc3ccccc3n2Cc2cccc(C)c2)CC1 | ?
Cc1[nH]nc(CCC(=O)N2CCC3(CCC(=O)N(CC4CC4)C3)CC2)c1C | 37%
CC(=O)N1CCC(Oc2ccc(Cl)cc2C(=O)NCCCN2CCCC2=O)CC1 | 15%
O=C1NCc2ccccc2CC12CCCCN2Cc1ccccc1F (stereo not given) | 7%[149 µM]
CCNC(=O)C(C)NC(=O)CCc1ncc(-c2ccc(C)cc2)o1 (stereo not given) | -1%
COCCn1c(C)cc(C(=O)CSc2nc3ccccc3[nH]2)c1C | -5%
COc1ccc(C(=O)/C=C/c2c(C)cc(C)cc2C)cc1 | -4%
COC[C@@H]1[C@H](C(=O)Nc2ccc(F)cc2F)CCC(=O)N1C | -6%
COc1cccc(CC(=O)N2CC(CNc3ccccc3)C3(C2)CN(c2ccccc2)C3)c1 (stereo not given) | 18µM*
COCCC(=O)N1CCOc2ccc(CN3CCc4ccccc4C3)cc2C1 | 5%
CCN(c1cc(C)cc(C)c1)S(=O)(=O)c1nnc(NC(=O)c2cccs2)s1 | -9%
COCCN1CC(CO)C2(CCN(Cc3cccc(Cl)c3F)CC2)C1 (stereo not given) | ?
O=C(O)/C=C/c1ccc(F)cc1F | 23%
Cc1noc2ncnc(NCc3cccc(Cl)c3)c12 | -8%
CC1Oc2ccc(NC(=O)c3c(F)cccc3F)cc2CN(C2CCCc3ccccc32)C1=O (stereo not given) | -19%
CC(C)CC(=O)NC1CCN(C(=O)N2CC3CC(C2)[C@H]2CCCC(=O)N2C3)CC1 (stereo not given in full) | 0%
CCC(CO)NS(=O)(=O)c1cc(C)c(Cl)cc1Cl (stereo not given) | -12%
O=C(O)CCSCc1ccc(Cl)cc1 | 25%
O=C(COc1ccccc1)Nc1c(C(=O)N2CCN(c3ccc(F)cc3)CC2)oc2ccccc12 | 3%
N#Cc1cc2c(=O)n(CCc3n[nH]c4c3CCCC4)ccc2[nH]c1=O | 32µM*
COc1ccc2c(C)c(CCC(=O)Nc3ccc(F)c(F)c3)c(=O)oc2c1 | ?
O=c1[nH]c(N2CCc3ccccc3C2)nc2c1CCN(Cc1ccc(F)cc1)CC2 | -22%
Cc1cc2oc(C(=O)Nc3ccc(S(=O)(=O)N(C)Cc4ccccc4)cc3)cc(=O)c2cc1C | 8%&-1%
COc1ccc(N2CC(NC(=O)C(c3ccccc3)c3ccccc3)CC2=O)cc1 (stereo not given) | 6%
COc1cccc(OC[C@@H](O)CN2CCC(C(O)(c3ccccc3)c3ccccc3)CC2)c1 | 18%
O=C(CC(F)(F)F)N(Cc1ccncc1)C1CC1 | -10%
COC(=O)CCOc1ccc(S(=O)(=O)Nc2ccc(C)cc2F)cc1 | 16%
CSc1ccc(/C=C(/C#N)C(=O)Nc2c(C)cc(C)cc2C)cc1 | -3%
Cc1ccc(C(CNC(=O)c2cc(=O)c3cc(Cl)ccc3o2)N2CCN(C)CC2)o1 (stereo not given) | 1%
Cc1ccc(C)c(NC(=O)CN2CCCN(Cc3cccc(Cl)c3)S2(=O)=O)c1 | -2%
O=C(c1ccc(F)c(F)c1)N1CCC(Oc2ncccc2C(=O)N2CCCCC2)C1 (stereo not given) | 19%
COc1ccc(CN(C)C(C)C(=O)Nc2cccc3ccccc23)cc1 (stereo not given) | -6%
OCc1cc2ccc(Br)cc2[nH]1 | 11%
COc1cccc(N2C(=O)NC(=NC3CCCCC3)C23CCN(Cc2ccc(N(C)C)cc2)CC3)c1 | -14%[115 µM]
N[C@H]1CO[C@H]2[C@@H]1OC[C@@H]2n1cc(-c2ccccn2)nn1 | ?
CN1CCC(NC[C@H]2O[C@@H]3C[C@@H](CC(=O)N4CCC(F)(F)C4)O[C@@H]3[C@@H]2O)CC1 | 4%[86.2 µM]
CC(=O)Nc1ccc(SC(C)C(=O)c2ccc3c(c2)NC(=O)CO3)cc1 (stereo not given) | -28%
C(=N\N(Cc1ccccc1)c1ccccc1)/c1cccs1 | 3%
Cc1cc(C)n(CCC(=O)N/N=C/c2ccc(Br)c([N+](=O)[O-])c2)n1 | -4%
COc1ccc(CC(=O)NNC(=S)NC(=O)c2cccnc2)cc1 | -2%
Cc1ccc(CNC(=O)C2CCCCC2)s1 | -6%
CCSc1ncc(Cl)c(C(=O)N2CCN(c3ccc(OC)cc3)CC2)n1 | -22%
COc1ccc(C(=O)N2CCCC2c2nc(CCOc3ccc(F)cc3)no2)cc1 (stereo not given) | 25%
CCOc1ccc(CC(=O)N2CCC3(CC2)N=C(c2ccc(C)cc2)NO3)cc1 | 9%
CC(=O)Nc1ccc(S(=O)(=O)Nc2c(NC3CCCCC3)c3ccccc3oc2=O)cc1 | 4%
Cc1cccc(CS(=O)(=O)N2CCC(C(=O)Nc3ccc(CSc4ccccc4)cc3)CC2)c1 | 6%
CCN1C(=O)c2cccc3c(S(=O)(=O)Nc4ccc(O)c(C(=O)O)c4)ccc1c23 | -24%&12%
O=c1c2nc(-c3ccc(O)c(F)c3)ccc2ncn1-c1ccccc1 | ?
CCCCN(C)C(=O)c1cc2cc([N+](=O)[O-])cc(OC)c2oc1=O | -9%
COc1ccc(NC(=O)CSc2oc(-c3cccs3)nc2S(=O)(=O)c2ccccc2)c(OC)c1 | ?
COc1cc(NC(=O)CN2c3ccccc3S(=O)(=O)c3ccccc32)cc(OC)c1 | ?
Cc1c(C(=O)NC(c2ccccc2)c2nccn2C)oc2ccc(F)cc12 (stereo not given) | -11%
Cc1ccc(CN2C[C@H]3CN(C(=O)c4cccnc4)CCN3C2=O)cc1 | 1%[86.2 µM]
Cc1[nH]c2ccc(Br)cc2c(=S)c1C/C=C/Cl | -25%
CCOCCn1c(=O)[nH]c2cc(C(=O)NCCc3scnc3C)ccc21 | 22%
COc1cc(C)ccc1S(=O)(=O)NCC1CNCCOC1 (stereo not given) | 48%
Cc1cc(C)cc(C(=O)N2CCN(C(=O)c3nnn4c3COC(c3ccccc3)C4)CC2)c1 (stereo not given) | -1%

(cont.)
SMILES | KDM5B inhibitor
COC(=O)c1c(C)[nH]c(C(=O)OCC2CC2(Cl)Cl)c1C (stereo not given) | 15%
COc1cccc(NS(=O)(=O)c2ccc3c(c2)CCCN3C(=O)C2CCC2)c1 | -16%
O=C(NC(=S)Nc1ccccc1)c1cncc(C#Cc2ccccc2)c1 | -4%
Cc1cc(C)cc(Oc2coc3cc(OCC(=O)NCc4ccccc4)ccc3c2=O)c1 | 16%
O=C(N[C@H]1CO[C@H]2[C@@H]1OC[C@@H]2n1nnnc1Oc1ccc(-n2ccnc2)cc1)c1ccc(C(F)(F)F)cc1 | 18%
COc1ccc(NS(=O)(=O)c2cccc(NC(=O)c3[nH]c(C)c(C(C)=O)c3C)c2)cc1 | -1%
O=C(O)CCc1ccc(S(=O)(=O)Nc2cccc(C(=O)O)c2)cc1 | -3%
Cc1ccc(CNC(=O)Cc2c(C)c3c(O)cc(C)cc3oc2=O)cc1 | -2%
COc1ccccc1NC(=O)NCCn1c(C(F)(F)F)nc2ccccc21 | 9%
COc1ccc(C(=O)c2cn(Cc3ccccc3F)c3cc4c(cc3c2=O)OCO4)cc1 | -11%
COCCc1nncn1C1CCN(C(=O)c2ccc(Br)o2)CC1 | 14%
Cc1cnc(C(=O)NC2C[C@H]3CC[C@@H](C2)N3C(=O)Nc2cccc(C(F)(F)F)c2)cn1 (stereo not given in full) | 11%
Cc1ccn(CC(=O)N(C)C2CCc3nn(CC4CC4)c(=O)n3CC2)n1 (stereo not given) | -16%
O=C(c1ccc2c(c1)CCC2)N1C[C@H]2CC[C@@H]1CN(Cc1cscn1)C2 | -7%
Cc1cccc(CNC(=O)c2oc3c(c2C)-c2nn(Cc4ccccc4Cl)cc2CC3)c1 | ?
CCc1ccccc1NC(=O)CCl | 12%
COC1CN(C2CCN(C(=O)C3CCOCC3)CC2)C12CCOCC2 (stereo not given) | -11%
Cn1nc(-c2nncn2CC2CC2)c2c1CCN(C(=O)CCC(=O)N1CC(=O)Nc3ccccc31)C2 | 3%
Cc1ccc(-n2c(=O)c3c(C)c(C(=O)N(C)C)sc3n(CC(=O)N(C)c3ccccc3)c2=O)cc1C | -28%
Cc1ccc(-c2onc(C)c2C)cc1S(=O)(=O)Nc1ccc(Cl)cn1 | ?
Cc1nn(C(=O)c2cccc(Cl)c2)c(C)c1S(=O)(=O)N1CCOCC1 | -7%
COc1cc(OC)c(NC(=O)CCc2c(C)nc3cc(-c4ccccc4OC)nn3c2C)cc1Cl | ?
CC(C)C1NC(=O)N(Cc2coc(-c3ccccc3)n2)C1=O (stereo not given) | 16%
Fc1cccc(F)c1-c1csc(NCc2ccco2)n1 | 13%
Cc1nnc(NC(=O)CSc2nnc3c(n2)[nH]c2ccccc23)s1 | 5%
O=C(c1ccc(Cl)cc1)N(Cc1ccco1)Cc1ccco1 | ?
COc1ccc(-c2cc(-c3cccc(CO)c3)cn3cncc23)cc1 | ?
CC1CCCCC1OCCN(Cc1cccs1)CC1CCCO1 (stereo not given) | 22%
COc1ccc(-c2nc3sc(CCNC(=O)c4ccc(C(C)(C)C)cc4)c(C)n3n2)cc1 | -13%
COCCN[C@H]1[C@@H]2OC[C@@H](O2)[C@@H](NCc2ccc(OC(F)(F)F)cc2)[C@@H]1O | -28%[86.2 µM]
O=C(NCc1ccc(Cl)cc1)NC1COc2ccccc2C1 (stereo not given) | ?
CS(=O)(=O)N1C[C@H]2CCN(C(=O)c3ccc(F)cc3Cl)C[C@H]21 | 3%
COc1ccc(NC(=O)C(NS(=O)(=O)c2cccc3nsnc23)C(C)C)cc1 (stereo not given) | ?
COCCn1ccc2c(C3=CCOCC3)nc(-c3cccc(N4CCOCC4)c3)cc21 | ?
CCc1ccc(CNC(=O)CCC2CCN(C(=O)c3ccccc3)CC2)cc1 | -10%
COc1ccc(C(=O)Nc2ccc(-c3noc([C@@H]4CCCN4Cc4ccncc4)n3)cn2)cc1 | ?
COc1ccc(S(=O)(=O)N2CCC3(CC2)CC(N2CCOCC2)CCO3)cc1 (stereo not given) | -15%
COc1ccc(C(CNc2ccc(S(C)(=O)=O)cc2[N+](=O)[O-])N(C)C)cc1OC (stereo not given) | 3%
COc1cccc(CN(C)CC(=O)Nc2cc(C)nn2-c2cc(C)ccc2C)c1 | -11%
Cc1nc2nc(CNC(=O)c3cccc(F)c3)nn2c(C)c1CCC(=O)Nc1ccc(F)cc1 | 12%
Cc1ccc(C)c(CN2CCC3(CC2)[C@H](O)C[C@@H]3OCCN)c1 | -2%
O=C(N/N=C/c1ccccc1F)C1CC1 | 13%
CN1C(=O)C(CC(=O)N2CCCOCC2)(Cc2ccccc2)c2ccccc21 (stereo not given) | -12%
CCOc1cccc(C2c3c(-c4cc(C)cc(C)c4O)n[nH]c3C(=O)N2Cc2cccnc2)c1 (stereo not given) | 15%
O=C(CCC1CCN(S(=O)(=O)c2cccc(F)c2)CC1)NCCN1CCOCC1 | 17%
CC(C)NC(=O)C1Cn2cccc2C(=O)N1 (stereo not given) | -5%
COc1ccccc1CNC(=O)c1ccc2c(c1)N(Cc1cc(C)ccc1C)C(=O)c1ccccc1S2 | -9%
Cc1ccccc1NC(=O)Cc1nc(-c2c(N)n(C)c(=O)n(C)c2=O)cs1 | ?
N#Cc1cccc(C(=O)N2CCC(Cc3nc(-c4cccnc4)n[nH]3)C2)c1 (stereo not given) | 2%
CCOC(=O)C1CCN(C(=O)c2cn(-c3ccccc3)nc2-c2ccc(Br)cc2)CC1 | -12%
O=C(OCC(=O)N1CCCC1=O)c1cc(=O)c2ccccc2o1 | -13%
N#Cc1ccc(CN2CCC(N3CCNC3=O)CC2)cc1 | 32%[activator][149 µM]
COc1ccc(NC(=O)CSc2nc3ccccc3c(=O)n2CCC(=O)NC2CCCCC2)c(OC)c1 | -14%

In another format: results already given
canonical_smiles,KDM5B inhibitor
CCc1ccc(CNC(=O)CCC2CCN(C(=O)c3ccccc3)CC2)cc1,-10%
COc1ccc(C(=O)Nc2ccc(-c3noc([C@@H]4CCCN4Cc4ccncc4)n3)cn2)cc1,?
COc1ccc(S(=O)(=O)N2CCC3(CC2)CC(N2CCOCC2)CCO3)cc1 (stereo not given),-15%
COc1ccc(C(CNc2ccc(S(C)(=O)=O)cc2[N+](=O)[O-])N(C)C)cc1OC (stereo not given),3%
COc1cccc(CN(C)CC(=O)Nc2cc(C)nn2-c2cc(C)ccc2C)c1,-11%
Cc1nc2nc(CNC(=O)c3cccc(F)c3)nn2c(C)c1CCC(=O)Nc1ccc(F)cc1,12%
Cc1ccc(C)c(CN2CCC3(CC2)[C@H](O)C[C@@H]3OCCN)c1,-2%
O=C(N/N=C/c1ccccc1F)C1CC1,13%
CN1C(=O)C(CC(=O)N2CCCOCC2)(Cc2ccccc2)c2ccccc21 (stereo not given),-12%
CCOc1cccc(C2c3c(-c4cc(C)cc(C)c4O)n[nH]c3C(=O)N2Cc2cccnc2)c1 (stereo not given),15%
O=C(CCC1CCN(S(=O)(=O)c2cccc(F)c2)CC1)NCCN1CCOCC1,17%
CC(C)NC(=O)C1Cn2cccc2C(=O)N1 (stereo not given),-5%
COc1ccccc1CNC(=O)c1ccc2c(c1)N(Cc1cc(C)ccc1C)C(=O)c1ccccc1S2,-9%
Cc1ccccc1NC(=O)Cc1nc(-c2c(N)n(C)c(=O)n(C)c2=O)cs1,?
N#Cc1cccc(C(=O)N2CCC(Cc3nc(-c4cccnc4)n[nH]3)C2)c1 (stereo not given),2%
CCOC(=O)C1CCN(C(=O)c2cn(-c3ccccc3)nc2-c2ccc(Br)cc2)CC1,-12%

These rows are one share of the data; the hit share may differ from the screen's.
